TRPC6 inh – mouse TRPC6 channel inhibition; Q61143; HEK293-TRPC6, membrane potential dye, ACh-evoked depolarization; hits give low values; B-score at 10 µM; 310,000 compounds, 1.1% hits; AID 2553;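 active means B-score under library mean minus 3 SD, initial fluorescence not abnormally high, positive integrated signal ratio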;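 further: B-score derived from integrated fluorescence ratio over the kinetic read; more negative B-score means stronger inhibition of depolarization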
HIF activator – HIF pathway transcriptional activation. 300,000 compounds, 0.32% hits. AID 1910. U2OS HRE-luciferase reporter, luminescence; normalized: DMSO 0%, desferrioxamine 100%. activation, % at 7.5 µM (by protocol);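 active means mean activation of at least 10% of the iron chelator positive control signal, with at least half of replicates also reaching 10%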
TRPC4 inh – TRPC4 (mouse) channel inhibition; Q9QUQ5; AID 2247; 300,000 compounds, 0.39% hits; HEK293 TRPC4beta/mu-opioid, DAMGO-evoked Fluo4 calcium flux; hits give low values; B-score at 10 µM;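 active means B-score over 3 SD under the library average, no early fluorescence shift, positive overall ratio signal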
Target sequence (Q9QUQ5 whole entry, looked up): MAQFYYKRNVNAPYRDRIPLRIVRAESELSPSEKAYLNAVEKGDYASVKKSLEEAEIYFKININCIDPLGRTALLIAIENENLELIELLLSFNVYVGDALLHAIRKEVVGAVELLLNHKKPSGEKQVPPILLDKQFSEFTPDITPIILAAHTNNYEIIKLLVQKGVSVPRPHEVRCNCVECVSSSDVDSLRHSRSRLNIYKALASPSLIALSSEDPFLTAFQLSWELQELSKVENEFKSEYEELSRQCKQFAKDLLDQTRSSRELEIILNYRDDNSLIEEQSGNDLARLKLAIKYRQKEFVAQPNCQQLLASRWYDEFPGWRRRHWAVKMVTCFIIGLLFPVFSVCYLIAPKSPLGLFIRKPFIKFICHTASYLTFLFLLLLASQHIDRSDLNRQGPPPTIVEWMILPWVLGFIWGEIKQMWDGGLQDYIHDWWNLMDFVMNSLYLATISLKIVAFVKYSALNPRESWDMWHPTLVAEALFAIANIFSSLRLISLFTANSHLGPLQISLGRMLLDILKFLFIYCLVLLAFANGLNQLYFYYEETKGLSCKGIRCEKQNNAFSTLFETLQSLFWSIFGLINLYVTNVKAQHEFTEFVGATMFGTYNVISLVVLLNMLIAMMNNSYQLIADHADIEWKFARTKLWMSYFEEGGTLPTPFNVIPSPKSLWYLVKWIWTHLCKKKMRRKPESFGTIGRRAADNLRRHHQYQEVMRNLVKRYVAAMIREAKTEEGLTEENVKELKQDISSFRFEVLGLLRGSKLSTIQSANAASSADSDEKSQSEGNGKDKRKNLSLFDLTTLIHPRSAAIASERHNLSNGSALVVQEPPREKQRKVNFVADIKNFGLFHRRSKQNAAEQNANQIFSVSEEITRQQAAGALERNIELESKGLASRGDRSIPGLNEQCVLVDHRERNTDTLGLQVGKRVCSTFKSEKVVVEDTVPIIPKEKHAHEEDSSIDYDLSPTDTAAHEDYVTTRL
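Assay system: TRPC4beta/mu-opioid receptor HEK293 cell line; compound dosing: single concentration per test compound; detection: Fluo4 Ca2+ flux fluorescence; evaluation: per-well B score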
TRPC6 activator – activates the mouse TRPC6 cation channel; 310,000 compounds, 0.13% hits; AID 2550; Q61143; HEK293-TRPC6 membrane potential dye fluorescence; hits give high values; B-score at 10 µM;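 active means B-score of the integrated fluorescence ratio above library mean plus 3 SD, and starting fluorescence ratio within library mean plus 5 SD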;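 further: higher score means more depolarization so channel activation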
MrgX1 antagonist – antagonists of human MrgX1 receptor; Q96LB2; MRGX1-HEK293 calcium flux, Fluo-4, BAM8-22 antagonism; hits give low values; B-score at 10 µM; 310,000 compounds, 1.3% hits;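 active means calcium-response B-score plate-corrected more than 3 library SD below zero, starting fluorescence within 5 deviations, no agonist response on first addition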;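 further: peak minus trough fluorescence over baseline after final BAM8-22 challenge near maximal dose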
MrgX1 allo act – human MrgX1 positive allosteric modulation, primary screen | Q96LB2 | MrgX1-HEK293, Fluo-4 calcium flux, FDSS; hits give high values | B-score at 10 µM | 310,000 compounds, 0.63% hits;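 active means plate-corrected calcium response at least 3 library SD above typical, normal starting fluorescence, not activating the receptor alone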;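 further: compound read alongside a low EC10 to EC30 dose of BAM8-22 agonist; peak minus trough fluorescence over baseline measured at the second addition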
TRPC4 act – opens the mouse TRPC4 cation channel | Q9QUQ5 | HEK293 TRPC4beta/mu-opioid, Fluo4 calcium fluorescence; hits give high values | B-score at 10 µM | 310,000 compounds, 0.49% hits;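 active means B-score above 5 SD of library B-scores, and initial fluorescence ratio not above library mean plus 5 SD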;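 further: positive B-score marks a calcium rise read as TRPC4 activation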
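system = HEK293 cells stably co-expressing mouse TRPC4beta and mu-opioid receptor | schedule = Fluo4 dye loading 45 min at room temperature, 110 s recording | measure = B-scored integrated calcium fluorescence ratio | signal = Fluo4 calcium-sensitive dye fluorescence, kinetic, 1 Hz baseline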
PolyA inh – yeast polyadenylation inhibition. S. cerevisiae SKY197-pL101 polyadenylation reporter, beta-gal luminescence; efflux-impaired pdr1/pdr3 knockout yeast; score 100 = 6 SD above DMSO. 300,000 compounds, 0.02% hits. calls only at 12 µM. AID 1875;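 active means lowest replicate activity score at least 50, where 100 means six control SD above control mean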;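 further: yeast exposed to compound for 9 h at 30 °C; higher score means more reporter readthrough which indicates perturbed polyadenylation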
AI-2 QS modul – modulators of Vibrio harveyi AI-2 quorum sensing system. 300,000 compounds, 0.4% hits. activity change, % at 7.5 µM. Vibrio harveyi JMH597 AI-2 luminescence/OD600 ratio, 9 h; hits give low values; strain lacks LuxN and CqsS sensors; 0 = neutral-control median. AID 2094; in the data active means activity change below about -75%, passing the limit was not always enough;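 further: luminescence divided by OD600 gain over 9 h not by final OD600 alone; inactives centre near 13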
MrgX1 ag – human MrgX1 receptor agonism, primary screen | Q96LB2 | MrgX1-HEK293 cells, Fluo-4 calcium fluorescence, agonist mode; hits give high values | B-score at 10 µM | 310,000 compounds, 0.44% hits | AID 588627;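 active means calcium response B-score plate-corrected fluorescence ratio at least 3 library SD, with starting fluorescence B-score inside 5 SD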
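Material: MrgX1-expressing HEK293 cells / Dosing: compound as first of three additions / Incubation: overnight seeding, then 1 h dark dye loading / Signal: Fluo-4 NW calcium fluorescence / Evaluation: B-scored fluorescence response ratio / Benchmarks: positive and negative control wells on each plate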
TRPC4 PAM – allosteric potentiators of mouse TRPC4 channel | 310,000 compounds, 0.42% hits | Q9QUQ5 | B-score at 10 µM | HEK293 TRPC4beta/mu-opioid, DAMGO EC20, Fluo-4 Ca2+ flux; hits give high values;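 active means B-score of calcium response area above 5 SD of library B-scores, with initial fluorescence ratio within 5 SD of library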;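 further: B-score of integrated fluorescence ratio over time as area under calcium response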
* marks the source's active call; other numbers are inactive results; i = inactive; . = not tested or not shown. Some of the compounds tested; count on the stated rates, not on these rows.

SMILES | TRPC6 inh | HIF activator | TRPC4 inh | TRPC6 activator | MrgX1 antagonist | MrgX1 allo act | TRPC4 act | PolyA inh | AI-2 QS modul | MrgX1 ag | TRPC4 PAM
CCOc1ccc(CN(C)C(=O)c2ccc3ccccc3n2)cc1 | -5.8* | 0.9 | i | i | i | i | i | i | . | i | i
O=C1CC(=O)CC(c2ccccc2)C1 | i | -0.1 | i | i | i | i | i | i | -4 | i | i
Cc1cccn2c(=O)nc(SCC(=O)Nc3ccc4c(c3)OCO4)nc12 | i | -0.3 | i | i | i | i | i | . | -7 | i | i
CN1CCN(NC(=O)c2cc([N+](=O)[O-])cc([N+](=O)[O-])c2)CC1 | i | 0.1 | i | i | i | i | i | i | 21 | i | i
CC(C)CCN1CCN(Cc2cccn2-c2ccccn2)CC1CCO (stereo not drawn) | i | -0.2 | i | i | i | i | i | i | 5 | i | i
CC(C)c1cc(CNC(=O)c2ccc(OC3CCN(Cc4ccccn4)CC3)cc2)on1 | i | 0.4 | i | i | i | i | i | i | 3 | i | i
CC(=O)N1CCOc2cc(S(=O)(=O)NCc3ccc(F)cc3)c(C)cc21 | i | 0.1 | i | i | i | i | i | i | 16 | i | i
Cc1cccc(-n2ncc3c(N4CCc5ccccc54)ncnc32)c1 | i | 3.2 | i | i | i | i | i | i | 13 | i | i
COc1ccc(OC)c(Cc2nnc(CCC(=O)NCc3ccsc3)o2)c1 | i | 1.4 | i | i | i | i | i | i | 21 | i | i
CCOC(=O)c1c(S(=O)(=O)NCCc2ccccc2)c(C)n(C)c1C | i | 2.2 | i | i | i | i | i | i | 15 | i | i
CSc1nnc2c(n1)OC(C)=Nc1ccccc1-2 | i | -0.2 | i | i | i | i | i | i | 16 | i | i
CC1Cc2cc(S(=O)(=O)N3CCN(c4cccc(Cl)c4)CC3)ccc2N1C(=O)C1CC1 (stereo not drawn) | i | -0.9 | i | i | i | i | i | i | 30 | i | i
Nc1ccc2oc(-c3cccc(Br)c3)nc2c1 | i | 0.2 | i | i | i | i | i | i | 12 | i | i
CC(C)(C)n1nnnc1CN(Cc1ccco1)Cc1cc2cc3c(cc2[nH]c1=O)OCO3 | i | -0.3 | i | i | i | i | i | i | 21 | i | i
CCCCCCCCOc1ccc(C2OC34CCCCC3C(C#N)(C#N)C2(C#N)C(=N)O4)cc1 (stereo not drawn) | i | 0.0 | i | i | i | i | i | i | -21 | i | i
CCCCCn1c(N2CCN(c3cccc(Cl)c3)CC2)nc2c1c(=O)[nH]c(=O)n2C | i | -2.0 | i | i | i | i | i | i | 12 | i | i
CCN(c1cccc(C)c1)S(=O)(=O)c1cccc(C(=O)O)c1 | i | 0.0 | i | i | i | i | i | . | 19 | i | i
CCS/C(N)=N/N=C/c1cc(C)ccc1O | i | 1.3 | i | i | i | i | i | i | -7 | i | i
CCOC(=O)C1=C(C)NC(=S)NC1c1ccco1 (stereo not drawn) | i | 0.0 | i | i | i | i | i | i | 1 | i | i
CSc1cccc(CN2CCC(n3nccc3NC(=O)C3CC3)CC2)c1 | i | 0.5 | i | i | i | i | i | i | -10 | i | i

Entries shown so far with a Cl atom:
SMILES | TRPC6 inh | HIF activator | TRPC4 inh | TRPC6 activator | MrgX1 antagonist | MrgX1 allo act | TRPC4 act | PolyA inh | AI-2 QS modul | MrgX1 ag | TRPC4 PAM
CC1Cc2cc(S(=O)(=O)N3CCN(c4cccc(Cl)c4)CC3)ccc2N1C(=O)C1CC1 (stereo not drawn) | i | -0.9 | i | i | i | i | i | i | 30 | i | i
CCCCCn1c(N2CCN(c3cccc(Cl)c3)CC2)nc2c1c(=O)[nH]c(=O)n2C | i | -2.0 | i | i | i | i | i | i | 12 | i | i

Further results:
SMILES | TRPC6 inh | HIF activator | TRPC4 inh | TRPC6 activator | MrgX1 antagonist | MrgX1 allo act | TRPC4 act | PolyA inh | AI-2 QS modul | MrgX1 ag | TRPC4 PAM
CCOC(=O)c1c(O)c2ccccc2n(-c2ccccc2)c1=O | i | . | i | i | i | i | i | i | 20 | i | i
COCc1cc(C)n(CC(=O)Nc2ccc(N3CCOCC3)cc2)c(=O)c1C#N | i | -0.4 | i | i | i | i | i | i | 26 | i | i
COc1ccccc1NC(=O)C1=C(C)Nc2nc(-c3cccs3)nn2C1c1cccc(O)c1 (stereo not drawn) | i | -0.3 | i | i | i | i | i | i | 2 | i | i
O=C(CSc1nnc(CCCN2C(=O)c3cccc4cccc(c34)C2=O)n1-c1ccccc1)N1CCCCC1 | i | 0.0 | i | i | i | i | i | i | 12 | i | i
CC(Oc1ccc(-c2nccc(-c3ccccn3)n2)cc1)C(=O)NN (stereo not drawn) | i | 0.7 | i | i | i | i | i | i | 3 | i | i
Cn1c(SCC(=O)Nc2ccc(N3CCOCC3)c(Cl)c2)nnc1C(O)c1ccccc1 (stereo not drawn) | i | 0.0 | i | i | i | i | i | i | 10 | i | i
CNCc1ccccc1OCc1ccc(F)cc1 | i | -0.2 | i | i | i | i | i | i | 16 | i | i
Cc1ccc(S(=O)(=O)N2CCOCC2)cc1C(=O)N1C(=O)c2cccc(N)c2C1=O | i | -0.3 | i | i | i | i | i | i | -4 | i | i
Cc1cccc(CN2C[C@]34CC[C@@H](C[C@@H]3S2(=O)=O)O4)c1 | i | 0.2 | i | i | i | i | i | i | 33 | i | i
Cc1sc[n+](CC(=O)c2ccc(Br)cc2)c1C | i | 0.1 | i | i | i | i | i | i | 13 | i | i
S=c1[nH]nc(-c2ccccc2)n1C1C=CCCC1 (stereo not drawn) | i | -0.3 | i | i | i | i | i | i | 6 | i | i
N#C/C(=C\c1c(N2CCC(C(N)=O)CC2)nc2ccccn2c1=O)S(=O)(=O)c1ccc(Cl)cc1 | i | -0.5 | i | i | i | i | i | i | 24 | i | i
CC(=O)Nc1ccc(CN2CCN(C3CCCCC3)C(CCO)C2)cc1 (stereo not drawn) | i | -0.2 | i | i | i | i | i | i | 18 | i | i
CCCCc1ccc(/C=C2\C(=O)c3ccccc3C(O)=C2C(=O)OCC)cc1 | i | 0.1 | i | i | -10* | i | i | . | 5 | i | i
CCOC(=O)C1=NNC2(CC(=O)N(c3cccc(C)c3)C2=O)C1 (stereo not drawn) | i | -0.5 | i | i | i | i | i | i | . | i | i
O=C(O)/C(=C\c1cccs1)Sc1nnc(-c2ccc(F)cc2)o1 | i | 1.7 | i | i | i | i | i | i | 10 | i | i
O=C(NCCN1CCOCC1)/C(=C/c1ccc(F)cc1)NC(=O)c1ccccc1 | i | -0.2 | i | i | i | i | i | i | 29 | i | i
Cc1ccc2[nH]c3c(c2c1)CN(C(C)C)CC3 | i | 0.7 | i | i | i | i | i | i | -12 | i | i
CC(=O)c1c(C)[nH]c(C(=O)CSc2nnc(C)s2)c1C | i | 2.0 | i | i | i | i | i | i | 22 | i | i
N=c1c(C(=O)NC2CCCCC2)cc2c(=O)n3ccccc3nc2n1CCc1ccccc1 | -5* | 0.4 | i | i | i | i | i | i | 17 | i | i
CC1(C)Cc2nc(Cl)c(C(=O)O)cc2CO1 | i | -0.3 | i | i | i | i | i | i | -4 | i | i
CCOc1ccc2cc(/C=C/C(=O)c3ccco3)c(Cl)nc2c1 | i | 5.3 | i | i | i | i | i | i | 2 | i | i
CCc1cc(CC)c(/C=N/NC(N)=O)c(CC)c1/C=N/NC(N)=O | i | -0.2 | i | i | i | i | i | i | 26 | i | i
Nn1c(SCC(=O)Nc2ccc(F)cc2)nnc1C1CCCCC1 | i | 0.4 | i | i | i | i | i | i | 23 | i | i
O=C(CCN1C(=O)/C(=C/c2ccccc2)SC1=S)NCCCN1CCOCC1 | i | -1.9 | i | i | i | i | i | i | . | i | i
CCCCN1C(=O)NC(c2cccc([N+](=O)[O-])c2)C(C(=O)OCC)=C1C (stereo not drawn) | i | 0.5 | i | i | i | i | i | i | 1 | i | i
Cc1ncc(CN2CCCC(C(=O)Nc3ccc(-c4cccc(F)c4)cc3)C2)n1C (stereo not drawn) | i | 0.1 | i | i | i | i | i | i | 9 | i | i
O=C(CN1C(=O)/C(=C\c2ccc(F)cc2)Oc2ccccc21)NCc1ccco1 | i | 0.4 | i | i | i | i | i | i | 6 | i | i
COc1cccc(NC(=O)C2(S(=O)(=O)c3ccc(Cl)cc3)CC2)c1 | i | -0.5 | i | i | i | i | i | i | 6 | i | i
CC(=O)Nc1cccc(-c2nc3ccc(NC(C)=O)cc3[nH]2)c1 | i | -0.5 | i | i | i | i | i | i | 19 | i | i
Cc1ccc(C(=O)NNC(=O)C2CCN(c3ncccn3)CC2)cc1 | i | -0.2 | i | i | i | i | i | i | 0 | i | i
O=C(Cn1nnc(-c2ccc(F)cc2)n1)OCC(=O)c1ccccc1 | i | -0.4 | . | i | i | i | i | i | 16 | i | i
Cn1c(C(O)C(O)c2ccccc2)nc2ccccc21 (stereo not drawn) | i | 0.1 | i | i | i | i | i | i | 7 | i | i
O=S(=O)(N1CCCCC1)N1CCN(S(=O)(=O)N2CCCCC2)CC1 | i | -0.1 | i | i | . | . | i | i | -2 | . | i
Nc1ccccc1NC(=O)CCn1c(=S)[nH]c2ccccc2c1=O | i | 4.7 | i | i | i | i | i | i | 34 | i | i
Cc1ccccc1OCCSc1nnc(-c2cccnc2)n1N | i | 0.2 | i | i | i | i | i | i | -21 | i | i
COc1ccccc1-n1nnnc1SCC(=O)Nc1cc(C)on1 | i | -0.1 | i | i | i | i | i | i | 26 | i | i
Cc1ccc(S(=O)(=O)N/N=C\C=C\c2ccccc2)cc1 | i | -0.7 | i | i | i | i | i | i | -98* | i | i
CCC(CC)c1nnc(NC(=O)[C@@H](NC(=O)c2cccc(C)c2)C(C)C)s1 | i | -0.1 | i | i | i | i | i | i | 34 | i | i
CN(C)CCC(O)(c1ccccc1)c1ccccc1 | i | 0.0 | i | i | i | i | i | i | 24 | i | i
CCOC(=O)Nc1ccc2c(c1)N(C(=O)CCN1CCOCC1)c1ccccc1S2=O (stereo not drawn) | i | 0.3 | i | i | i | i | i | i | -8 | i | i
Cc1ccc(CSc2nnc(Nc3ccc(C)cc3)s2)cc1 | i | -1.1 | i | i | i | i | i | i | 17 | i | i

Screening data: PubChem BioAssay, several laboratories
